Screens (PubChem)
TPT1 inhibitor = inhibitors of Candida albicans tRNA 2'-phosphotransferase TPT1 | recombinant caTPT1, FP RNA substrate dephosphorylation | inhibition, % at 5 µM | 300,000 tested, 0.81% active;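 active = inhibition above the mean of all tested compounds plus 3 SD, set per screening campaign, cut at about 24% in these data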;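 also: plate controls were DMSO alone for no effect and ferristatin control at 100 nM for full effect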
Fh CTSL1 inh = counter-screen for PFM18AAP inhibitors: inhibitors of F. hepatica cathepsin L1. recombinant F. hepatica cathepsin L1, Z-Leu-Arg-MCA fluorescence. inhibition, % at 5.96 µM. 300,000 tested, 0.49% active. AID 1906;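 active = inhibition above the mean of all tested compounds plus 3 SD, set per screening campaign, cut at about 17% in these data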;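 also: 0% = plate median of test compound wells and 100% = 1 µM Z-Phe-Ala-diazomethylketone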
Efflux pump inh = inhibitors of Candida antifungal efflux pumps expressed in yeast; S. cerevisiae Candida pump triplex, Nile Red efflux; inhibition, % at 10 µM; 330,000 tested, 0.44% active; AID 485275;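 active = plate passing quality check with inhibition over a set limit, or well fluorescence over plate mean plus 4 SD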;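 also: Nile Red retained in pooled yeast measured as flow cytometry median fluorescence; 0% = buffer negative control and 100% = Enniatin B positive control; higher means more Nile Red kept so more efflux inhibition; some compounds called inactive have numbers as strong as hits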
proCasp7 act = counter-screen: procaspase-7 (human) activation; P55210; recombinant procaspase-7, Ac-DEVD-pNA absorbance 405 nm; D23A/D198A/D206A triple mutant, cannot self-cleave; scale: DMSO 0, 5 µM enzyme 100; activation, % at 8.5 µM; 330,000 tested, 0.093% active; AID 463210;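 active = percent activation above the screen-wide mean plus 3 SD, cut at about 25% in these data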
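Material: Procaspase-7 triple mutant (PC-7 D3A) | Quantity: 2 µM procaspase-7 mutant as dispensed | Reagent: DEVD-pNA substrate | Times: 1 h preincubation, 2 h reaction | Technique: 405 nm absorbance of p-nitroaniline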
JMJD2C inh = inhibitors of human GASC-1 (JMJD2C) demethylase | Q9H3R0 | GST-JMJD2C(1-420) H3K9me3 demethylation, DELFIA europium | inhibition, % at 2.35 µM | 330,000 tested, 0.069% active;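 active = more than half of a compound's replicate wells show inhibition beyond 50%, single wells judged on their own value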;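 also: signal counts dimethyl H3K9 product captured on neutravidin plate; 0% = median of DMSO wells and 100% = 0.3 times that DMSO median; strong numbers were not always called active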
proCasp3 act = activates human procaspase-3; P42574; recombinant procaspase-3 D3A, Ac-DEVD-pNA absorbance 405 nm; activation, % at 8.5 µM; 330,000 tested, 0.11% active; AID 463141;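 active = activation above the mean of all tested compounds plus 3 SD, cut at about 21% in these data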;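 also: 0% = DMSO alone and 100% = DMSO wells spiked with extra 5 µM PC-3 D3A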
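Technique: 405 nm absorbance of p-nitroaniline, reads at 0 and 120 min; Test system: Procaspase-3 D3A mutant; Incubation: 1 h enzyme-compound preincubation, then 2 h substrate reaction, 25 °C; Repeats: singlicate, each compound tested once; Benchmarks: low control DMSO wells, high control DMSO plus 5 µM PC-3 D3A.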
PP5 primary = PP5 (human) phosphatase inhibition. purified PP5c, OMFP substrate fluorescence. AID 1987. 320,000 tested, 0.18% active. P53041. inhibition, % at 6.7 µM;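 active = inhibition above the campaign's mean inhibition across all tested compounds plus 3 SD, cut at about 9.5% in these data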;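 also: 0% = DMSO only and 100% = 100 µM cantharidin control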
Target sequence (P53041 whole entry, looked up): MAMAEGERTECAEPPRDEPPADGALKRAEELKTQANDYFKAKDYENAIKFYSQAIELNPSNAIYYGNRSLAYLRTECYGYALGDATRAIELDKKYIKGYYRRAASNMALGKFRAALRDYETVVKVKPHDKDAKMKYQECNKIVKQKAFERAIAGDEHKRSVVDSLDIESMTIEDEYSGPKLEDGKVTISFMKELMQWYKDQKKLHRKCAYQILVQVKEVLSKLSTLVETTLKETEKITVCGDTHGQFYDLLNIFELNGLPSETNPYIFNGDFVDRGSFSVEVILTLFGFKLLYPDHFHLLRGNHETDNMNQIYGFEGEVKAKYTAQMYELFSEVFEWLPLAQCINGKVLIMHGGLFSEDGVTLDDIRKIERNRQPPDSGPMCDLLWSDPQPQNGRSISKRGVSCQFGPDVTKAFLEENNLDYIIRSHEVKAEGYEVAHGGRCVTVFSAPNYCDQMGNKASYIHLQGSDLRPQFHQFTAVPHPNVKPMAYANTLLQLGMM
PP1 counter = PP1-alpha (human) inhibition in PP5 counter-screen. P62136. purified PP1alpha, OMFP fluorescence. inhibition, % at 6.7 µM. 320,000 tested, 0.9% active. AID 2235;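 active = inhibition above the mean inhibition of all tested compounds plus 3 SD, computed separately for each screening campaign, cut at about 15% in these data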
Target sequence (P62136 whole entry, looked up): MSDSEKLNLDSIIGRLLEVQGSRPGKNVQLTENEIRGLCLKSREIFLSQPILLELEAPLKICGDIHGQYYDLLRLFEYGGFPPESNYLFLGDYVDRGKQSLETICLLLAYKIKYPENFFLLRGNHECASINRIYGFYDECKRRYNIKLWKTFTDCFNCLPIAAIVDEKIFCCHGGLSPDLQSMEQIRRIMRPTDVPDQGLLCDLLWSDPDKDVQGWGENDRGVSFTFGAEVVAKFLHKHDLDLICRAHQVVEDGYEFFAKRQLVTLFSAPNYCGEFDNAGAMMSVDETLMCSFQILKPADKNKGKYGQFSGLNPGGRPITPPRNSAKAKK
HCV core dimer = blocks dimerization of HCV core protein | 300,000 tested, 0.33% active | TR-FRET GST/Flag-core106 dimerization, 1536-well | AID 1899 | inhibition, % at 5 µM;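 active = inhibition above the mean of all tested compounds plus 3 SD, set per screening campaign, cut at about 45% in these data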
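System: GST/Flag-tagged HCV core106 proteins. Incubation: compound-protein-antibody incubation 4 h at 22.5 °C. Technique: HTRF with 340 nm excitation, 617/671 nm emission. Medium: KF-containing HEPES buffer, pH 7.45, DTT, CHAPS, BSA. Read-out: inhibition (%) from 671 over 617 nm ratio. Also added: Eu(K)-anti-GST 90 ng/mL plus XL665-anti-Flag 1 µg/mL.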
* marks the source's active call; other numbers are inactive results; nt = no result given; & = joins results of further samples.

entry | Structure | TPT1 inhibitor | Fh CTSL1 inh | Efflux pump inh | proCasp7 act | JMJD2C inh | proCasp3 act | PP5 primary | PP1 counter | HCV core dimer
1 | O=C1/C(=C\c2ccccn2)SC(=S)N1c1ccc(S(=O)(=O)Nc2nccs2)cc1 | 3 | 2 | 0.4 | -18 | 3 | -8 | 1.8 | 7 | 15
2 | COc1ccccc1OCC(=O)N1CC2(C)CC1CC(C)(C)C2 (configuration not stated) | 1 | -3 | 0.0 | -6 | -11 | 3 | -0.5 | -4 | -1
3 | Cn1c(=O)[nH]c(=O)c2c1[nH]c(=S)n2Cc1ccc(Cl)cc1 | -3 | -1 | 0.0 | -24 | 7 | -19 | 0.2 | -4 | -2
4 | CC1Sc2ccc(S(=O)(=O)N3CCC(C(=O)NCc4ccc(Cl)cc4)CC3)cc2NC1=O (configuration not stated) | -8 | -2 | -0.4 | -5 | -17 | 3 | 6.3 | 1 | 6
5 | Cc1ccc(NC(=S)NCCO)c(C)c1 | 2 | -2 | 0.1 | -4 | 24 | -2 | -1.6 | -3 | -5
6 | Cc1ccc(CS(=O)(=O)CCC(=O)NCc2ccc(F)cc2)cc1 | -5 | 1 | 0.0 | 3 | 8 | 0 | -0.2 | -1 | -6
7 | CC1Cc2nc(SCC(=O)Nc3nccs3)n(Cc3ccccc3)c(=O)c2S1 (configuration not stated) | -2 | 8 | 0.1 | 5 | 5 | -2 | 2.9 | 4 | 7
8 | COc1ccc2[nH]c3nc(SCC(=O)NNC(=O)c4ccc(OC)c(OC)c4)nnc3c2c1 | 0 | 8 | 0.0 | -2 | -9 | -6 | -2.3 | 10 | -3
9 | O=C(N/N=C/c1cccnc1)C1CCCCC1 | 0 | -6 | -0.1 | 1 | -6 | 3 | 2.5 | -2 | -3
10 | O=[N+]([O-])c1ccc(Cl)c(/C=N/n2c(-c3ccncc3)n[nH]c2=S)c1 | -4 | -4 | -0.2 | -7 | 2 | -9 | 2.8 | -1 | 1
11 | O=C(O)c1ccc(/C=C2\SC(=S)N(Nc3ccccc3)C2=O)cc1 | 6 | 8 | 0.1 | -29 | 0 | -16 | -0.1 | 3 | -3
12 | C#CCOCCOCCOCCNc1nc(N2CCN(C(=O)[C@H]([C@@H](C)CC)n3cc(CCCCN)nn3)CC2)nc(N2CCN(C(=O)[C@H](C)n3cc(CCC(=O)O)nn3)CC2)n1 | 1 | -7 | 0.1 | -15 | -10 | 7 | 3.6 | -4 | -3
13 | CCOc1ccc(NC2c3ccccc3C(=O)N2Cc2ccco2)cc1 (configuration not stated) | -3 | 0 | -0.1 | 9 | -1 | 9 | 3.5 | 1 | 17
14 | CCN(CC)S(=O)(=O)c1ccc(-c2nnc(SCC(=O)N3CCOCC3)o2)cc1 | 3 | 1 | 0.0 | 7 | 26&0 | 1 | 0.2 | -4 | 1
15 | CCN1CCN(Cc2ccc(NC(=O)Nc3ccccc3)cc2)CC1 | -1 | 2 | -0.1 | 0 | -2 | 4 | 1.7 | -2 | -1
16 | Cc1ccc(/C=N/NC(=O)CNC(=O)c2ccc(S(=O)(=O)N3CCCC3)cc2)o1 | -2 | -1 | 0.1 | 10 | 8 | 6 | 0.3 | -1 | -2
17 | COc1ccc(CC(=O)Nc2cc(Cl)ccc2O)cc1 | -11 | 3 | 0.1 | -10 | 6 | -4 | 2.3 | 1 | -1
18 | CC(=O)c1c(C)[nH]c(C(=O)OCc2ccc(F)cc2Cl)c1C | 0 | 2 | -0.1 | -7 | 0 | 4 | 1.2 | -1 | 2
19 | COc1cc(/C=C/CO)cc(OC)c1O[C@@H]1O[C@H](CO)[C@@H](O)[C@H](O)[C@H]1O | -1 | 2 | 0.1 | -5 | -2 | -3 | 2.4 | -2 | -4
20 | CCc1ccc(NC(=O)CSCc2ccc(C(=O)O)cc2)cc1 | -1 | -5 | 0.0 | -1 | 8 | 1 | 0.8 | 2 | 1
21 | CC(C)C(NS(=O)(=O)c1cccc2nsnc12)C(=O)NCc1ccco1 (configuration not stated) | 0 | 7 | 0.1 | 6 | 2 | -1 | -2.3 | 0 | 0
22 | O=C(O)c1ccc2c(c1)C(=O)N(C(Cc1ccccc1)C(=O)O)C2=O (configuration not stated) | 1 | 0 | -0.1 | 2 | 2 | 6 | 0.0 | 5 | 4
23 | CCN(CC)C(=S)SCC(=O)NC12CC3CC(CC(C3)C1)C2 | -2 | -10 | 0.2 | 3 | 0 | 7 | 2.2 | 3 | 7
24 | C=CCNC(=S)Nc1cccc(N)c1 | -2 | -4 | 0.0 | -4 | 5 | 2 | -0.4 | -2 | -4
25 | COc1ccc(C(=O)OC(C)C(=O)NC(C)CCc2ccccc2)cc1OC (configuration not stated) | -2 | -2 | 0.1 | 14 | 4 | -4 | -1.1 | -3 | 2
26 | O=C(Nc1ccccc1)c1ccc(NCC2CCCO2)c([N+](=O)[O-])c1 (configuration not stated) | -1 | -3 | 0.1 | 0 | 19 | 6 | 2.5 | 1 | -10
27 | O=C(CN1CCN(c2ccc(F)cc2)CC1)NCc1ccc(Cl)cc1 | -5 | 2 | 0.0 | 3 | -6 | 1 | -1.3 | 1 | -8
28 | CS(=O)(=O)N1CCN(C(=O)Cc2cccs2)CC1 | -2 | -3 | 0.1 | 1 | -8 | 3 | 0.1 | -4 | -2
29 | COc1ccc(Oc2ccccc2/C=N/O)cc1 | 1 | 1 | -0.1 | 13 | -5 | -7 | 2.2 | -2 | 0
30 | Cc1ccc(C(=O)Oc2ccc3c(c2)ncn3C)cc1 | 1 | -3 | 0.0 | -4 | 4 | 12 | -0.1 | 1 | 6
31 | COc1ccc(N(C(C)C(=O)NCCSCc2cccc(Cl)c2)S(C)(=O)=O)cc1 (configuration not stated) | -4 | 2 | 0.0 | -17 | 69 | 0 | 1.4 | -1 | -5
32 | CC(C)N(Cc1ccccc1)C(=O)CN1C(=O)NC2(CCCc3ccccc32)C1=O (configuration not stated) | -1 | 0 | 0.1 | -2 | -8 | -4 | -0.8 | -2 | -1
33 | Nc1ccc(C(=O)NCCCSc2ccccc2)cc1[N+](=O)[O-] | -1 | -1 | -0.1 | -12 | 39 | 1 | 3.0 | 1 | -2
34 | CCCN1CC=C2C(C#N)=C(N)C(C#N)(C#N)C(c3cc(OC)ccc3OC)C2C1 (configuration not stated) | -3 | 0 | 0.0 | 2 | 18 | 0 | -1.2 | 2 | -1
35 | Cc1ccc2nsnc2c1S(=O)(=O)N1CCN(CCc2ccccc2)CC1 | 0 | 0 | -0.1 | -4 | 25 | 5 | -0.4 | 2 | -2
36 | CC(NC(=O)CCC(=O)NC(C)C1COc2ccccc2O1)C1COc2ccccc2O1 (configuration not stated) | -1 | -2 | 0.0 | 5 | -12 | 8 | 3.9 | -2 | -7
37 | CCCSc1nnc2[nH]c(=O)cc(N)n12 | 1 | 0 | 0.0 | -6 | -6 | 1 | 0.8 | 1 | -1
38 | COC(=O)Cc1ccc(NC(=S)N2CCCC(C)C2)cc1 (configuration not stated) | -3 | -1 | -0.1 | -6 | -6 | -4 | 0.0 | -4 | 6
39 | O=C(Nc1cccc(C(=O)N2CCOCC2)c1)c1ccccc1 | 3 | -2 | -0.2 | 7 | 0 | -8 | 1.4 | -1 | -4
40 | Cn1c(-c2sc(=S)n(-c3ccccc3)c2N)nc2ccccc21 | 1 | 3 | -0.1 | -2 | -6 | -5 | 0.6 | 0 | 4
41 | CC(=O)OCC1OC(n2ncc(=O)n(Cc3ccccc3)c2=O)C(OC(C)=O)C1OC(C)=O (configuration not stated) | 6 | -1 | 0.2 | -3 | 11 | 8 | 1.9 | -3 | 4
42 | COc1ccc(CCNc2nnc(Sc3nnnn3-c3ccccc3)s2)cc1OC | -4 | -1 | -0.1 | -4 | 5 | -11 | 1.2 | 2 | -7
43 | COc1ccc(CCNC(=S)NCc2cccs2)cc1OC | -1 | 2 | 0.0 | -8 | -3 | -5 | -2.2 | -3 | -2
44 | COC(=O)c1ccc(NC(=O)c2cc3c(CO)cnc(C)c3oc2=Nc2cccc(C(N)=O)c2)cc1 | -1 | 0 | 0.1 | 9 | -6 | -4 | 3.7 | -2 | -5
45 | COc1cccc(C(=O)/C=C2\Sc3ccccc3N2C)c1 | 1 | 1 | 0.1 | -20 | 0 | -26 | 3.4 | -1 | 2
46 | Cc1cc(C)cc(N(C(C)C(=O)NCc2ccc3c(c2)OCO3)S(C)(=O)=O)c1 (configuration not stated) | 0 | 1 | -0.1 | 0 | -7 | -4 | -1.5 | -1 | 1
47 | CCOc1cc(/C=N/NC(=O)Cc2ccc(C(F)(F)F)cc2[N+](=O)[O-])ccc1O | 0 | 0 | 0.2 | -1 | -15 | 1 | 2.5 | 0 | -5
48 | COc1ccccc1CNC(=O)CCS(=O)(=O)c1ccc2c(c1)CC(C)N2C(=O)C1CC1 (configuration not stated) | 1 | 0 | 0.0 | 10 | -5 | -3 | -0.6 | -3 | -2
49 | O=C(Nc1ccc(Oc2ccc(Br)cc2)cc1)C1=CC=CN2CCS(=O)(=O)N=C12 | nt | nt | -0.2 | 4 | -1 | -3 | 5.0 | 3 | nt

Compounds shown so far that have an aryl thioether with sulfur outside any ring, in the order listed:
entry | Structure | TPT1 inhibitor | Fh CTSL1 inh | Efflux pump inh | proCasp7 act | JMJD2C inh | proCasp3 act | PP5 primary | PP1 counter | HCV core dimer
7 | CC1Cc2nc(SCC(=O)Nc3nccs3)n(Cc3ccccc3)c(=O)c2S1 (configuration not stated) | -2 | 8 | 0.1 | 5 | 5 | -2 | 2.9 | 4 | 7
8 | COc1ccc2[nH]c3nc(SCC(=O)NNC(=O)c4ccc(OC)c(OC)c4)nnc3c2c1 | 0 | 8 | 0.0 | -2 | -9 | -6 | -2.3 | 10 | -3
14 | CCN(CC)S(=O)(=O)c1ccc(-c2nnc(SCC(=O)N3CCOCC3)o2)cc1 | 3 | 1 | 0.0 | 7 | 26&0 | 1 | 0.2 | -4 | 1
33 | Nc1ccc(C(=O)NCCCSc2ccccc2)cc1[N+](=O)[O-] | -1 | -1 | -0.1 | -12 | 39 | 1 | 3.0 | 1 | -2
37 | CCCSc1nnc2[nH]c(=O)cc(N)n12 | 1 | 0 | 0.0 | -6 | -6 | 1 | 0.8 | 1 | -1
42 | COc1ccc(CCNc2nnc(Sc3nnnn3-c3ccccc3)s2)cc1OC | -4 | -1 | -0.1 | -4 | 5 | -11 | 1.2 | 2 | -7
